# Screens deposited in PubChem BioAssay by National Center for Advancing Translational Sciences (NCATS).
# HCV inhibitor = inhibitors of hepatitis C virus infection | Huh7.5.1 HCVcc-Cre infection, luciferase reporter, 44 h | Potency, µM (titrated, usually from 41.8 µM), without a hit: top-dose activity change, negative = inhibition, usual class: inhibitors | 3.4% of 340,000 active; also: potency is read from the fitted curve at half-maximal effect
#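 Reporter virus HCVcc-Cre (~0.5 moi) infects cells exposed to compound; seeding density 1,000 cells/well with 4 h settling beforehand. Luminescence, 15 sec read, taken 44 h post-infection following a 15 min RT substrate incubation.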
# Sm TGR block = blocks Schistosoma mansoni thioredoxin glutathione reductase. 3% of 360,000 active. purified TGR, DTNB reduction, TNB absorbance 405 nm. Q962Y6. AID 485364. Potency, µM (highest dose often 114 µM), for the others: at the top dose activity change, negative = inhibition, most hits filed as inhibitors; also: potency is read from the fitted curve at half-maximal effect; nearly all actives have a fitted effect of over 60% in size
#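 First, TGR (20 nM dispensed) and NADPH were mixed with compound. Second, a 15 min room-temperature incubation followed. Third, further NADPH and then DTNB were added to start the reaction. Finally, TNB absorbance was monitored kinetically.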
# AMA1 RON2 block = inhibitors of Plasmodium falciparum AMA1-RON2 interaction. AlphaScreen AMA1-biotinylated RON2 peptide binding. Potency, µM (doses to about 58.2 µM), without a hit: at the top dose activity change, negative = inhibition, most hits filed as inhibitors. 0.2% of 360,000 active. AID 720542;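 also: potency is read from the fitted curve at half-maximal effect; 0% = vehicle wells and -100% = peptide control; nearly all actives have a fitted effect of over 45% in size; some results filed as inactive show a strong effect at the top dose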
#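 AMA1 (3D7) with his tag at 25 nM final met compounds first, then biotinylated RON2 peptide at 25 nM; detection used donor plus acceptor beads, 10 µg/mL apiece, read by AlphaScreen after 30 min at room temperature.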
# AmpC inh detg = blocks E. coli AmpC beta-lactamase in detergent assay; P00811; AmpC hydrolysis of nitrocefin, absorbance 480 nm, 0.01% Triton; Potency, µM (top dose mostly 114 µM), without a hit: top-dose activity change, negative = inhibition, most hits filed as inhibitors; 0.041% of 370,000 active; AID 485294;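 also: potency is read from the fitted curve at half-maximal effect; 0% = no-compound wells and -100% = no-enzyme wells; nearly all actives have a fitted effect of over 25% in size; some results filed as inactive show a strong effect at the top dose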
# Target sequence (P00811 whole entry, looked up): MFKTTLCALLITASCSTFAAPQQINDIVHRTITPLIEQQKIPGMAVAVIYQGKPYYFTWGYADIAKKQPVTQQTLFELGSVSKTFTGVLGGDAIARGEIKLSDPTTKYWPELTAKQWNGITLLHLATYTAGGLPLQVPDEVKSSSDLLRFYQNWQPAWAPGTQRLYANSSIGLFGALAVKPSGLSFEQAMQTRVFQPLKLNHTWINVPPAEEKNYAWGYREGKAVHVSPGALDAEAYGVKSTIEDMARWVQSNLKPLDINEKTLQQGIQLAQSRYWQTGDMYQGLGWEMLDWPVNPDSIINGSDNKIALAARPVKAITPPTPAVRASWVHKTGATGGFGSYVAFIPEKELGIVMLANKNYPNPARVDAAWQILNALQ
#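 AmpC (5.3 nM in the dispensed reagent) in 20 mM phosphate pH 7.0 with 0.01% (detergent screen) or 0.0001% Triton X-100 was preincubated with compounds for 15 min at room temperature. Nitrocefin was then added from an 800 uM solution, and hydrolysis was followed at 480 nm.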
# Giardia FBPA inh = inhibitors of Giardia lamblia fructose-1,6-bisphosphate aldolase | A8B2U2 | purified Giardia FBPA | 0.71% of 290,000 active | AID 2451 | Potency, µM (series often up to 59.6 µM), without a hit: at the highest dose activity, negative = inhibition, usual class: inhibitors; also: potency is read from the fitted curve at half-maximal effect; nearly all actives have a fitted effect of over 55% in size
# Target sequence (A8B2U2 whole entry, looked up): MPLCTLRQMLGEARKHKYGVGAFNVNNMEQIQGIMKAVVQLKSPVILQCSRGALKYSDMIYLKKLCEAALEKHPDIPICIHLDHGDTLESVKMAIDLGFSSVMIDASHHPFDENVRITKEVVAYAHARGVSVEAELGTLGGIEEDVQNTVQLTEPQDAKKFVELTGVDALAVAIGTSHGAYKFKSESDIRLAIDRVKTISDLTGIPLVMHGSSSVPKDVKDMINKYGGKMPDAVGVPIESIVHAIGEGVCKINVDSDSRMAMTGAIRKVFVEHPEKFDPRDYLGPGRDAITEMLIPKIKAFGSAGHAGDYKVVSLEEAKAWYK
#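 40 nM FBPA preincubated 10 min at RT with compound (up to 57.5 uM final), then substrate plus GAPDH/TPI/NAD/arsenate coupling and diaphorase/resazurin added. Fluorescence read after 20 min at RT, 525/598 nm.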
# HCMV inh = blocks human cytomegalovirus replication; HFF cells, HCMV-luciferase reporter, 72 h; hits give low values; activity change, negative = inhibition, % at 57.5 µM; 4.5% of 410,000 active; AID 1259415; in the data active = activity change below about -60%; inconclusive = no clear call, values can overlap the other calls; inactive = above about -39%
#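 Cell-based, HFFs, 1000 cells/well, 16 h 37C; cpds in DMSO + HCMV-luc, MOI 1 PFU/cell; 72 h 37C; OneGlo luminescence after 5 min RT; norm. to buffer vs Salinomycin 10uM.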
# Starred values were filed as active, the others as inactive; ? = inconclusive; nt = not tested or not shown; & = joins results of further samples; [ ] = dose if it differs, or a comment. Unless noted, calls follow the shape of the dose curve; as a rule, active = well fitted curve in the direction sought with a large enough effect; inconclusive = small, poorly fitted or top-dose-only effect, or another doubt; inactive = no such curve, though single readings can be large; an effect the other way counts as inactive or inconclusive. Unless noted, % is scaled to controls: 0 for no effect and ±100 for the full control effect.
SMILES,HCV inhibitor,Sm TGR block,AMA1 RON2 block,AmpC inh detg,Giardia FBPA inh,HCMV inh
CCOC(=O)c1cccc(NC2c3ccccc3C(=O)N2Cc2ccco2)c1 (configuration not stated),?,?,-10%,?,12%,-31
Cc1ccc(SCCC(=O)NCC2CCCO2)cc1 (configuration not stated),7%,3%,1%,0%,0%,20
c1ccc(-n2nnc3cnccc32)cc1,-20%,5%,-6%,1%,9%,-8
COc1ccc(/C=N/n2c(C)nc3ccccc3c2=O)cc1,14%,-12%,3%,?,2%,-7
O=C1CC[C@@H](C(=O)N2CSC[C@H]2C(=O)O)N1,-12%,-5%,-12%,2%,2%,29
CCCn1nc(NC(=O)COC)c2cc3cc(C)ccc3nc21,?,-9%,32%[activator],2%,6%,nt
COc1cccc(CNC(=O)CN2CCCN(Cc3ccccc3)S2(=O)=O)c1,nt,11%,nt,17%,nt,-4
COc1ccc(/C=N\NC(=O)c2cc3c(ccc4ccccc43)o2)cc1O,-23%,-16%,?,-14%,nt,-37
COc1ccccc1C(=O)NCCC(=O)NCc1cccs1,11%,0%,14%,-19%,nt,-31
CCCCS(=O)CC(COCc1ccccc1)OC(=O)CSc1nc(C)cc(C)n1 (configuration not stated),-2%,-8%,7%,?,0%,-20
N#Cc1cc(O)c(-n2nnc3ccccc32)cc1C#N,19%,-12%,-3%,1%,-15%,-24
C/[N+]([O-])=C\C1C(=O)CCCC1=O,4%,-10%,-1%,4%,0%,7
O=C(CN1CCN(S(=O)(=O)c2ccc3c(c2)OCCO3)CC1)Nc1cccc(F)c1,?,-4%,-15%,-4%,nt,-6
CCC1SC(CC)C(=O)N(CC(=O)Nc2ccc3c(c2)OCO3)C1=O (configuration not stated),3%,0%,-4%,-14%,-11%,-19
CC(C)(C)C(=O)NC(=S)Nc1cc(C(F)(F)F)ccc1N1CCOCC1,?,-34%,-2%,-12%,-9%,-17
CC(Oc1cccc(Cl)c1)C(=O)Nc1cc(=O)n(C)c(=O)n1C (configuration not stated),?,-2%,-2%,2%,-1%,-22
Cc1cccc(-c2nc3c(C#N)c[nH]n3c2NC2CCCCC2)c1,nt,-11%,nt,12%,nt,0
CCCOc1cccc(C2c3c(oc4ccc(F)cc4c3=O)C(=O)N2c2nc(C)c(C(C)=O)s2)c1 (configuration not stated),nt,-2%,nt,20%,nt,-16
C[C@]12CC[C@H](O)CC1C(=O)CC1C2CC[C@@]2(C)C1CC[C@@H]2O (some centres not stated),16%,nt,0%,nt,nt,8
CC(=O)c1cn(Cc2ccccc2C#N)c2ccccc12,2.5µM*,32%,1%,6%,8%,-65*
CC1CCCN(S(=O)(=O)c2ccc(C(=O)Nc3nnc(-c4ccccc4Cl)o3)cc2)C1 (configuration not stated),-9%&6%,-11%,117%[activator],1%,?,-98*
COc1cc(CNc2nc3c(C)cc(C)cc3s2)ccc1O,?,-20%,-27%,-10%,-17%,23
Cc1cc(=O)n2nc(N3CCCC(C(=O)NCc4ccco4)C3)sc2n1 (configuration not stated),1%,?,2%,0%,-7%,-13
CCN1CCN(c2cc(C)c3cc(NC(=O)CCC(=O)N4CCN(c5ccccc5OC)CC4)ccc3n2)CC1,?,-6%,-3%,-3%,-1%,40
NCCCC[C@@H]1NC(=O)[C@H](CCC(=O)O)NC(=O)c2cc([N+](=O)[O-])cc(I)c2OCC[C@@H](C(N)=O)NC1=O,15%,-1%,3%,?,2%,nt
C[C@@]12CCC3[C@@](CCC4[C@@]3(C)CCC[C@@]4(C)C(=O)N3CCCCC3)(CC1=O)C2 (some centres not stated),8%,1%,2%,2%,nt,4
Cc1nn(C(C)C(=O)NCCCN(Cc2ccccc2)C(C)C)c(=O)c2c1sc1ccccc12 (configuration not stated),?,3%,-4%,?,5%,-27
CN1CCN(C(=O)CSc2nc(-c3cccs3)cc(-c3cccs3)c2C#N)CC1,?,5%,4%,-10%,-14%,nt
Cc1ccccc1OCC(=O)N(Cc1nc(-c2ccccc2)no1)C(C)C,0%,7%,1%,-1%,1%,-18
CCn1c(-c2cccnc2)n[nH]c1=S,9%,14%,-12%,-1%,?,60
CCN(C(=O)COC(=O)c1ccccc1Nc1ccccc1)c1c(N)n(Cc2ccccc2)c(=O)[nH]c1=O,?,nt,-8%,nt,nt,-2
CCOCCCNC(=O)C(c1ccccc1)N(Cc1ccc2c(c1)OCO2)C(=O)c1ccccc1O (configuration not stated),1%,-1%,-10%,-1%,2%,-36
Cc1c(CNCC(C)c2ccccc2)c(C(=O)O)c(C)n1Cc1ccccc1 (configuration not stated),4%,3%,-12%,1%,3%,-36
COCCNc1nnc(SCC(=O)NC(=O)c2ccccc2OC)s1,22%,1%,3%,-7%,nt,25
Cc1nc(-c2ccccc2)sc1C(=O)O,13%,-2%,-1%,-2%,-5%,16
COc1ccc(NC(=O)CN2CCN(c3c(C)cc(C)cc3C)CC2)cc1,?,15%,-1%,-15%,8%,-11

# Compound profiles, from the list above. Values in the order: HCV inhibitor, Sm TGR block, AMA1 RON2 block, AmpC inh detg, Giardia FBPA inh, HCMV inh
# CCN(C(=O)COC(=O)c1ccccc1Nc1ccccc1)c1c(N)n(Cc2ccccc2)c(=O)[nH]c1=O in the list: ?, nt, -8%, nt, nt, -2
# Cc1c(CNCC(C)c2ccccc2)c(C(=O)O)c(C)n1Cc1ccccc1 (configuration not stated) in the list: 4%, 3%, -12%, 1%, 3%, -36
# Cc1nc(-c2ccccc2)sc1C(=O)O in the list: 13%, -2%, -1%, -2%, -5%, 16

# Continued:
SMILES,HCV inhibitor,Sm TGR block,AMA1 RON2 block,AmpC inh detg,Giardia FBPA inh,HCMV inh
CSc1nc(/C=C2\C=Nc3ccccc32)c(O)n1C,?,3%,5%,1%,-21%,217
CCN(CCCNC(=O)CNC(=O)c1nn(-c2ccc(OC)c(OC)c2)c(=O)c2ccccc12)c1ccccc1,-8%,-1%,-13%,-4%,-2%,-24
O=C(NNC1=NS(=O)(=O)c2ccccc21)c1ccc([N+](=O)[O-])cc1,13%,-22%,15%,-7%,-17%,-15
O=C(CCC1CCCCC1)NCCN1CCOCC1,23%,-2%,-19%,-9%,12%,5
O=C(COC(=O)c1ccc(Br)o1)Nc1cccc(S(=O)(=O)N2CCOCC2)c1,4%,nt,-1%,nt,nt,-8
COC(=O)c1sccc1NC(=O)Nc1ccc(OC)c(OC)c1,3%,-4%,0%,8%,nt,10
COc1cc(NC(=O)CCC2CCCC2)cc(-n2cnnn2)c1,26%,0%,8%,-10%,1%,?
O=C1C=C(O)c2cccc3cccc1c23,21%,5%,-2%,-22%,-7%,-39
CCOC(=O)/C(C#N)=C\N(C)C,8%,-17%,15%,-11%,-3%,6
CCN(C(=O)c1ccccc1Cl)c1ccccc1,27%,-5%,-4%,-1%,-9%,-4
CSc1sc(C(=O)O)c2c1C(=O)CCC2,2%,-1%,8%,8%,24%,-6
CCOC(=O)C1CCCN(Cc2cn[nH]c2-c2ccc(F)cc2F)C1 (configuration not stated),1%,0%,0%,1%,2%,93
CCOC(=O)c1ccccc1NC(=O)CSc1nc2ncccc2o1,nt,0%,nt,1%,nt,24
Cc1[nH]c2ccccc2c1SCc1nnc(SCc2ccccc2)n1C,-1%,?,-19%,5%,0%,-33
CO/N=C/c1ccc(Oc2ccc([N+](=O)[O-])cc2[N+](=O)[O-])c(OC)c1,?,-14%,7%[2.32 µM],-11%,-26%,21
O=C(c1ccc(F)cc1F)N(Cc1ccccn1)Cc1ccco1,21%,?,-14%,?,-19%,21
CC1=C(C)CC(C(=O)Nc2cccc(Cl)c2)C(C(=O)O)C1 (configuration not stated),12%,-24%,27%,1%,8%,-4
CSc1ccc(C(=O)C2CCCN(C(=O)c3cccc(N4CCOCC4)c3)C2)cc1 (configuration not stated),-18%,14%,-15%,-8%,0%,44
O=C(Oc1cc2oc(=O)c3c(c2cc1Cl)CCCC3)c1cccs1,-3%,1%,-15%,-5%,1%,17
CCCOc1ccc(NC(N)=O)cc1OCCC,-9%,6%,2%,?,1%,-22
COC(=O)c1c(NC(=O)CN2CCC3(O)CCCCC3C2c2ccc(OC)cc2OC)sc(C)c1C (configuration not stated),?,-15%,20%,-18%,?,?
COc1cccc(OC)c1C(=O)Nc1ccc(S(=O)(=O)Nc2ncccn2)cc1,7%,6%,2%,?,-20%,2
COc1ccc(/C=C/C(=O)c2ccc(C)c([N+](=O)[O-])c2)cc1O,24%,-15%,-19%,-12%,-10%,24
C=CCn1c2ccccc2n2nc(C)c(=O)nc12,10%,1%,-8%,-13%,2%,2
Cc1onc(C(N)=O)c1C(=O)Nc1ncc(C(F)(F)F)cc1Cl,-13%,-3%,0%,3%,0%,?
CN(C)Cc1c(C(=O)N/N=C/c2ccccc2OCc2ccc(F)cc2)nnn1-c1nonc1N,6%,-7%,-2%,3%,0%,-6
COc1ccccc1N1CCN(c2ccc(=O)n(CC(=O)Nc3cc(F)ccc3C)n2)CC1,nt,0%,nt,0%,nt,8
Cc1nn(-c2ccccc2)c2sc(C(=O)Nc3ccccc3Br)cc12,nt,3%,nt,26%,nt,-16
O=C(O)C1=C(C(=O)Nc2cccc(C(F)(F)F)c2)CCCC1,7%,3%,-11%,-10%,-3%,-4
CCCSc1nnc(CSc2nc3ccccc3s2)n1-c1ccccc1,?,-11%,-7%,-10%,nt,-36
CC(C)COP(=O)(c1ccc(N(C)C)cc1)C(O)c1ccc(N(C)C)cc1 (configuration not stated),1%,-12%,-12%,0%,1%,21
O=C(NCCCn1ccnc1)c1ccc(F)cc1,12%,-17%,-14%,-17%,-23%,37
CNC(=O)c1ccsc1NC(=O)C1CCN(S(=O)(=O)c2cccs2)CC1,-28%,-2%,-5%,?,nt,-32
COc1cc(C2C=C(C(=O)O)Nc3ncnn32)ccc1O (configuration not stated),nt,2%,nt,17%,nt,-14
CC(C)OC(=O)c1cn(-c2ccccc2)nc1-c1ccco1,?,5µM*,2%,1%,-7%,13
COC(=O)c1sccc1Oc1ccc(F)cc1[N+](=O)[O-],1%,6%,-1%,2%,2%,-29

# Limited to HCV inhibitor and Sm TGR block, for 4 of the compounds above:
Structure	HCV inhibitor	Sm TGR block
O=C(O)C1=C(C(=O)Nc2cccc(C(F)(F)F)c2)CCCC1	7%	3%
CCCSc1nnc(CSc2nc3ccccc3s2)n1-c1ccccc1	?	-11%
CC(C)COP(=O)(c1ccc(N(C)C)cc1)C(O)c1ccc(N(C)C)cc1 (configuration not stated)	1%	-12%
O=C(NCCCn1ccnc1)c1ccc(F)cc1	12%	-17%

# Continued:
SMILES,HCV inhibitor,Sm TGR block,AMA1 RON2 block,AmpC inh detg,Giardia FBPA inh,HCMV inh
Cc1ccc(N2CCN(C(=O)c3nn(C)c4c3CSc3ccccc3-4)CC2C)cc1 (configuration not stated),nt,4%,nt,-7%,nt,-23
CCCn1c(=O)c2sccc2n2c(CCCC(=O)NC3CCN(Cc4ccccc4)CC3)nnc12,10%,8%,3%,-3%,nt,0
O=[N+]([O-])c1cc(F)c(N2CCCCCC2)cc1N1CCNCC1,-7%,nt,-29%,2%,3%,-14
CCn1c(C)c(C(C)=O)cc(C#N)c1=O,14%,nt,-9%,4%,4%,-34
